D2 antagonist = HTS Assay for Allosteric Antagonists of the Human D2 Dopamine Receptor: Primary Screen for Antagonists | HEK293 TREx D2 cells, calcium flux, dopamine EC80 | 2% of 340,000 active | AID 485344, 2010 | inhibition, % at 10 µM; in the data active = inhibition above about 30%; note: 0% is about no effect
Target sequence (P14416 whole entry, looked up): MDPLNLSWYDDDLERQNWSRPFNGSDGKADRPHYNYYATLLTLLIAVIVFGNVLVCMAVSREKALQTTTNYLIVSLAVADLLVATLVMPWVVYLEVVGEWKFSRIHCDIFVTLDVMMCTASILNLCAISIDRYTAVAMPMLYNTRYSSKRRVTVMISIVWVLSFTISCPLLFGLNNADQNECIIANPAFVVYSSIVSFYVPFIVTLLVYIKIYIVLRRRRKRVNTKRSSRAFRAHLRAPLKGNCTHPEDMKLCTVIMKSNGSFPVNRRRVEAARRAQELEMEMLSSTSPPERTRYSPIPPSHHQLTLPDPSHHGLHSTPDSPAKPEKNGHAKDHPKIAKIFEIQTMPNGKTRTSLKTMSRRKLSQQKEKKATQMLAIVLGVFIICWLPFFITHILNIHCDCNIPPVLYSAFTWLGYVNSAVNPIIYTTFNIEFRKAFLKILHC
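In this primary screen, negative modulation is detected by tracking calcium flux after an EC80 dopamine challenge in inducible HEK293 T-REx D2 cells preexposed to test compound for 180 s.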
TRHR enhancer = qHTS for Small Molecule Agonists and Allosteric Enhancers of Human TRH Receptor: Primary Screen for Enhancers | Thyrotropin-releasing hormone receptor (Homo sapiens), P34981 | TRHR cells, fluo-8 calcium fluorescence, EC20 TRH enhancement | enhancement, % at 2 µM | 0.66% of 360,000 active | AID 493056, 2011; in the data active = enhancement above about 30%; note: 0% is about no effect
Target sequence (P34981 whole entry, looked up): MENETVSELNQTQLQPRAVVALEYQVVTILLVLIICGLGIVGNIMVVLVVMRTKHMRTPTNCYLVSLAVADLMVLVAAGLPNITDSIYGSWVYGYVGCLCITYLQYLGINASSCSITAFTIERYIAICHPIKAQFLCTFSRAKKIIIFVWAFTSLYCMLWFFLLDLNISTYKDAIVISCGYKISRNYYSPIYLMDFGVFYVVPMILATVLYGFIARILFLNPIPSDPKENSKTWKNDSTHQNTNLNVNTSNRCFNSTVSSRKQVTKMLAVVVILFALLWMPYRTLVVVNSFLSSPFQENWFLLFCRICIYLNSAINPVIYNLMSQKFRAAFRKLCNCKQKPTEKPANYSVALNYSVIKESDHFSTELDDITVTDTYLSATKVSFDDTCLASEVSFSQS
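TRHR-expressing cells loaded with fluo-8 calcium dye were read kinetically (ex 480/em 530) during compound addition, then stimulated with an EC20 of TRH (10 nM final). Enhancement of the Gq-mediated intracellular calcium response was scored.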
USP1 inh = Inhibitors of USP1/UAF1: Primary Screen. recombinant USP1/UAF1, Ub-Rhodamine cleavage fluorescence. Potency, µM (series often up to 57.1 µM), without a hit: at the top dose activity change, negative = inhibition, actives largely listed as inhibitors. 0.23% of 390,000 active; note: potency is the fitted concentration of half-maximal effect; % is set by controls: 0 for no effect and ±100 for the full control effect; nearly all actives have a fitted effect of over 60% in size; inactives centre near -12
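In this screen, compounds sit with the deubiquitinase complex (1nM) for 15 min at room temperature before Ub-Rho is added at 150nM final. Fluorescence rise is then followed for 6 reads every 60 seconds.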
rTrxR1 inhibitor = qHTS Assay for Inhibitors of Mammalian Selenoprotein Thioredoxin Reductase 1 (TrxR1): qHTS; Thioredoxin reductase 1, cytoplasmic (Rattus norvegicus), O89049; recombinant rTrxR1, NADPH fluorescence consumption, selenite substrate; Potency, µM (doses to about 114 µM), for the others: top-dose activity change, negative = inhibition, hits mostly inhibitors; 1% of 390,000 active; AID 588453, 2011; note: potency is the fitted concentration of half-maximal effect; % is set by controls: 0 for no effect and ±100 for the full control effect; nearly all actives have a fitted effect of over 65% in size
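Rat TrxR1 (90 nM in the dispensed reagent) was pre-reduced with 400 uM NADPH for 5 min at room temperature, then incubated with compound for 15 min. After 400 uM selenite was added, NADPH fluorescence (Ex 340/Em 450 nm) was followed for 8 min.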
Pin1 inhibitor = qHTS Assay to Find Inhibitors of Pin1; Peptidyl-prolyl cis-trans isomerase NIMA-interacting 1 (Homo sapiens), Q13526; Pin1 FP peptide displacement, HiFluor488, 10 min; Potency, µM (top dose mostly 115 µM), for the others: at the top dose activity, negative = inhibition, usual class: inhibitors; 0.009% of 390,000 active; AID 504891, 2011; active = well fitted inhibition curve with a large enough effect in the polarisation, with a control signal flat, not every such curve was filed as active; inconclusive = small, poorly fitted or top-dose-only effect, or effect the other way, or a change in a side signal; inactive = no such curve, though single readings can be large or run the other way; the % refers to the polarisation; note: potency is the fitted concentration of half-maximal effect; % is set by controls: 0 for no effect and ±100 for the full control effect
Target sequence (Q13526 whole entry, looked up): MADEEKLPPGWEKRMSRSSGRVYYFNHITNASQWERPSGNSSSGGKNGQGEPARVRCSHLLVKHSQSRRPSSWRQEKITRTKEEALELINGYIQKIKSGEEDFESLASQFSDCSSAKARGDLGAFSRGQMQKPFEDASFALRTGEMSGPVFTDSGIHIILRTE
IDH1 R132H inh = qHTS for Inhibitors of mutant isocitrate dehydrogenase 1 (IDH1): qHTS; Isocitrate dehydrogenase [NADP] cytoplasmic (Homo sapiens), O75874; IDH1-R132H enzyme, NADPH consumption, diaphorase/resazurin fluorescence; Potency, µM (highest dose often 76.6 µM), inactives show at the top dose activity change, negative = inhibition, actives largely listed as inhibitors; 0.093% of 390,000 active; note: potency is the fitted concentration of half-maximal effect; % is set by controls: 0 for no effect and ±100 for the full control effect; nearly all actives have a fitted effect of over 65% in size
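IDH1-R132H (0.5 ug/mL) preincubated 30 min with compound, then NADPH (0.016 mM) and alpha-KG (2 mM) added; 80 min at RT, pH 7.5. Remaining NADPH coupled via diaphorase/resazurin to fluorescence (540/590 nm); concentration-response curves normalized to no-enzyme control.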
TRHR agonist = qHTS for Small Molecule Agonists and Allosteric Enhancers of Human TRH Receptor: Primary Screen for Agonists | TRHR cells, calcium flux fluo-8, FDSS agonist mode | activation, % at 2 µM | 0.18% of 360,000 active | AID 493084, 2011; in the data active = activation above about 30%; note: 0% is about no effect
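TRHR-expressing cells loaded with fluo-8 calcium dye; 23 nL library compound pin-transferred, kinetic FDSS fluorescence (Ex 480/Em 530) recorded about 180 s for agonist-induced calcium release, before a 10 nM TRH EC20 addition for potentiator mode.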
D2 agonist = HTS Assay for Allosteric Agonists of the Human D2 Dopamine Receptor: Primary Screen for Agonists; D(2) dopamine receptor (Homo sapiens), P14416; HEK293 T-REx D2 cells, calcium flux agonist mode; activation, % at 2 µM; 0.53% of 340,000 active; AID 485358, 2010;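 active = activation over 3 SD above normal in the single-dose calcium agonist read, cut at about 30% in these data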; note: 0% is about no effect
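Tetracycline-induced HEK293 T-REx cells with force-coupled D2 receptor, plated overnight at 30 C, loaded with no-wash calcium dye. After a 10 s baseline, compound was pin-added and calcium flux read kinetically for 180 s; calcium rises flagged agonists.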
TrxR1 substrate = qHTS Assay for Substrates of Mammalian Selenoprotein Thioredoxin Reductase 1 (TrxR1): qHTS; purified TrxR1 substrate turnover, NADPH consumption readout; Potency, µM (titrated, usually from 114 µM), for the others: at the highest dose activity change, negative = substrate turnover; 0.01% of 390,000 active; AID 588456, 2011; note: potency is the fitted concentration of half-maximal effect; % is set by controls: 0 for no effect and ±100 for the full control effect; nearly all actives have a fitted effect of over 50% in size
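Rat TrxR1, dispensed at 90 nM, was prereduced with 400 uM NADPH (final) for 5 min at ~22 deg C, then incubated with compound 15 min before 400 uM selenite. A first-read NADPH fluorescence drop versus no-compound background flagged substrates.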
An asterisk follows results filed as active; ? = inconclusive; / = not tested or not shown; [ ] = remark or other dose. Unless noted, calls come from the whole dose curve; as a rule, active = well fitted inhibition curve with a large enough effect; inconclusive = small, poorly fitted or top-dose-only effect; inactive = no such curve, though single readings can be large or run the other way. An excerpt. The share of hits here may be higher or lower than overall.

Molecule	D2 antagonist	TRHR enhancer	USP1 inh	rTrxR1 inhibitor	Pin1 inhibitor	IDH1 R132H inh	TRHR agonist	D2 agonist	TrxR1 substrate
C/C(=N\NC(=O)c1cccc(Br)c1)c1cccc(NC(=O)c2ccc(C)o2)c1	-1	3	-12%	10%	-13%	4%	-0.6	-1.2	-2%
CCOc1ccc(C2C(=O)N(C3CCCCC3)CC(=O)N2Cc2ccc(F)cc2)cc1OC (stereo not given)	/	18	-1%	15%[57.1 µM]	-2%	-14%	-0.7	-0.2	4%[57.1 µM]
Cc1c(C)[n+](=O)c(-c2ccc(Br)cc2)c(C)n1[O-]	-2	-1	-7%	18%	3%	-2%	-0.2	-0.5	1%
Cn1cnnc1Sc1ccc(C(=O)OCC(=O)NCC(F)(F)F)cc1[N+](=O)[O-]	/	2	-7%	-3%	-8%	0%	0.3	/	1%
NC(=O)c1ccc(NC(=O)COC(=O)c2ccc([N+](=O)[O-])cc2)cc1	-24	6	-18%	19%	-4%	0%	0.1	0.3	-1%
O=C(c1ccco1)N1CCN(Cc2nnc(-c3ccccc3F)o2)CC1	-15	4	-7%	1%[57.1 µM]	4%	-1%	-2.0	-1.9	2%[57.1 µM]
CCOc1cc(C2C(C#N)=C(N)Oc3cc(N)ccc32)ccc1O (stereo not given)	7	0	-23%	-18%	?	0%	0.4	0.0	4%[57.1 µM]
COCC(C)n1c(SCC(=O)NC(=O)Cc2ccccc2)nc2ccccc2c1=O (stereo not given)	-16	0	-18%	5%	1%	13%	-0.2	-0.3	2%
CC(C)Cc1nnc(NC(=O)C2CC(=O)N(c3ccc4c(c3)OCCO4)C2)s1 (stereo not given)	5	4	0%	16%	-14%	2%	-0.3	-0.6	2%
CCn1c(SCC(=O)Nc2ccc(OC)cc2)nc2c(c1=O)SCC2	15	-3	0%	-10%	0%	-2%	-1.2	-1.1	-10%
CC(C)(C)c1ccc(C(=O)Nc2cccc([N+](=O)[O-])c2)cc1	18	3	-25%	-13%	3%	13%	1.1	-1.3	-16%
CC(C)CN(C(=O)CSc1nnc(C2CC2)n1-c1ccccc1)C1CCS(=O)(=O)C1 (stereo not given)	-12	7	-12%	16%	-2%	-11%	0.0	0.4	4%
CCN(CC)c1ccc(/C=N/n2c(C)cc(C)cc2=O)cc1	4	1	-25%	-21%	0%	2%	-0.6	0.2	-8%
Cc1cccc(NC(=S)N2CCC(O)CC2)c1C	-7	0	-22%	3%	-6%	7%	0.0	1.5	5%
Cc1ccc(Cc2cnc(N)s2)o1	-8	9	3%	22µM*	-17%	4%	0.0	0.5	-6%
C/C(=N\Nc1ccc(C)c(Cl)c1)c1cccnc1	5	-3	-15%	-23%	-4%	30%[activator]	0.1	1.0	2%
O=C(c1ccco1)N1CCC(c2nc3ccccc3[nH]2)CC1	-30	-2	-17%	-16%	0%	2%	-0.2	-0.3	0%
Cc1cccc(Cc2c(C)nc3nc(SCC(=O)NCc4ccc(F)cc4)nn3c2C)c1	/	-7	?	4%	-1%	32%	-0.2	0.7	-8%
Cc1cc(S(=O)(=O)N2CCc3ccccc3C2)ccc1F	4	-3	-14%	2%[57.1 µM]	-6%	0%	-0.4	1.2	6%[57.1 µM]
N/C(=N\OC(=O)COc1ccc2ccccc2c1Br)c1ccccn1	-6	2	-12%	6%[57.1 µM]	2%	-2%	1.4	-0.5	-1%[57.1 µM]

Shown with values under each structure: 3 of the compounds above.
The line under a structure holds: D2 antagonist	TRHR enhancer	USP1 inh	rTrxR1 inhibitor	Pin1 inhibitor	IDH1 R132H inh	TRHR agonist	D2 agonist	TrxR1 substrate
> Cc1cccc(NC(=S)N2CCC(O)CC2)c1C
→ -7	0	-22%	3%	-6%	7%	0.0	1.5	5%
> Cc1ccc(Cc2cnc(N)s2)o1
→ -8	9	3%	22µM*	-17%	4%	0.0	0.5	-6%
> C/C(=N\Nc1ccc(C)c(Cl)c1)c1cccnc1
→ 5	-3	-15%	-23%	-4%	30%[activator]	0.1	1.0	2%

(cont.)
Molecule	D2 antagonist	TRHR enhancer	USP1 inh	rTrxR1 inhibitor	Pin1 inhibitor	IDH1 R132H inh	TRHR agonist	D2 agonist	TrxR1 substrate
COc1ccc(-c2nc(SCC(=O)Nc3ccc4c(c3)OCCO4)c(-c3ccc(F)cc3)[nH]2)cc1OC	/	1	-14%	4%	20%	0%	-0.8	-0.9	0%
CN(Cc1cccc(F)c1)C(=O)c1ccc(S(=O)(=O)N2CCCCCC2)cc1	/	/	-1%	-4%	6%	-3%	/	/	-6%
CNC(=O)c1ccsc1NC(=O)CN1C(=O)CCC1=O	/	-1	-10%	-7%	-6%	-5%	-1.9	/	-10%
CCN1CCN(c2ccccc2NC(=O)C(C)Oc2ccc(C(C)=O)cc2)CC1 (stereo not given)	-34	7	-17%	17%	3%	0%	-0.4	-0.2	3%
COc1cc(CC(=O)NCC2COc3ccccc3O2)cc(OC)c1OC (stereo not given)	10	-8	4%	6%[57.1 µM]	-1%	0%	1.1	0.6	-4%[57.1 µM]
COc1ccc(OC(=O)c2cnn(-c3ccccc3)c2C)cc1	/	-1	-23%	16%	-3%	0%	0.8	/	-2%
CN1CCCC(C(=O)C(C#N)c2ccccc2)C1 (stereo not given)	-11	-1	0%	8%	0%	8%	0.6	1.1	10%
Cc1cc(OC(C)C(=O)NCCCN2CCOCC2)c2c(C)c(C)c(=O)oc2c1 (stereo not given)	4	-2	-10%	/	-3%	0%	0.2	1.3	/
Fc1ccccc1/C=N/Nc1cc(N2CCCCC2)ncn1	/	/	5%	14%	0%	3%	/	/	-2%
COc1ccc(/C=C2\N=C3CCCN3C2=O)cc1	-3	4	-18%	?	0%	1%	-0.3	-0.5	-25%
Cc1ccc(C(=O)N2NC(c3ccccc3F)C3C(=O)N(c4cccc(C)c4)C(=O)C32)cc1 (stereo not given)	-2	0	-13%	19%	61%[activator]	-1%	-0.5	-1.6	-5%
CCCC1=NN2C(=N)/C(=C\c3cc(C)n(Cc4ccccc4)c3C)C(=O)N=C2S1	12	-1	-24%	-6%	63%[activator]	-16%	0.3	0.6	2%
Cc1ccc(N2CCN(C(=O)Nc3cccc([N+](=O)[O-])c3)CC2C)cc1 (stereo not given)	16	-4	-5%	20%	3%	2%	1.5	0.5	1%[57.1 µM]
COc1ccc(C2=NOC(C(=O)NCCCn3ccnc3)C2)cc1 (stereo not given)	-1	11	-7%	5%	1%	-5%	0.4	0.2	4%
COc1nc(-c2ccccc2)c2c(c1C#N)CC(C)(C)OC2	-7	1	-8%	-6%	-2%	-1%	-0.1	-1.3	-13%
O=C(NCCO)C(=O)c1c(-c2ccc(Cl)cc2)cc2ccccn12	4	13	-25%	23%[57.1 µM]	41%[activator]	-3%	-0.2	0.9	17%[57.1 µM]
COc1cccc2sc(N3CCN(C(=O)C4COc5ccccc5O4)CC3)nc12 (stereo not given)	-1	4	-13%	8%	0%	6%	0.0	-0.7	-1%
O=C(Nc1nc2c(s1)CCc1ccccc1-2)c1ccco1	14	-7	?	-6%	-3%	17%	-1.3	-0.4	-3%
Cc1ccccc1NC(=O)c1nnn(-c2ccc3c(c2)OCCO3)c1N	-13	4	-10%	10%	2%	4%	0.1	-0.7	-4%
Cc1cccn2cc(-c3cccc(NS(=O)(=O)c4ccc(Cl)c(Cl)c4)c3)nc12	/	3	-20%	-10%	15%	0%	-0.7	-0.3	0%
COc1ccccc1-c1noc(-c2ccc(NC3CCCCC3)c([N+](=O)[O-])c2)n1	/	-5	-3%	-4%	2%	8%	0.8	0.7	-9%
COCCOc1ccc(C(F)(F)F)cc1NC(=O)c1ccc(C)cc1	4	6	6%	0%	10%	4%	-0.5	-1.1	1%
CN(Cc1ccccc1)C(=O)CSc1cc(=O)n(C)c2ccccc12	/	-1	-19%	6%	-1%	-1%	-0.3	/	-1%
Cc1ccc(S(=O)(=O)N(C)CC(=O)NCCCn2nc(C)cc2C)cc1	/	/	-10%	24%	8%	0%	/	/	1%
COc1ccc(-n2nc(C(=O)NCC(=O)N3CCN(c4ccc(F)cc4)CC3)c3ccccc3c2=O)c(OC)c1	7	0	-26%	36%	-4%	-5%	-1.1	-0.4	5%
O=C(CC1(O)C(=O)Nc2ccc(Br)cc21)c1ccc2c(c1)OCO2 (stereo not given)	6	-5	-7%	10%	-10%	-1%	0.6	1.0	0%
CCOc1ccc(CCNC(=O)c2cnc3sc(N4CCCCC4)nn3c2=O)cc1	/	-2	-27%	29%[57.1 µM]	1%	12%	0.4	/	12%[57.1 µM]
CC1=C(C(=O)OC(C)C)C(c2ccco2)NC(=O)N1 (stereo not given)	-4	7	-21%	-14%	-6%	6%	-0.4	0.6	-6%
CCCCCn1c(C(C)NC(=O)CCC)nc2ccccc21 (stereo not given)	-20	0	-7%	11%[57.1 µM]	1%	12%	-0.7	0.1	2%[57.1 µM]
